GC-A act: GC-A (human) enzyme activation. HEK293 GC-A cells, cGMP TR-FRET, EC30 ANP; 0% at EC30 ANP, 100% saturating ANP. activation, % at 10 µM. actives 0.14% (n = 370,000); in the data active = activation above about 40%
Target sequence (P16066 whole entry, looked up): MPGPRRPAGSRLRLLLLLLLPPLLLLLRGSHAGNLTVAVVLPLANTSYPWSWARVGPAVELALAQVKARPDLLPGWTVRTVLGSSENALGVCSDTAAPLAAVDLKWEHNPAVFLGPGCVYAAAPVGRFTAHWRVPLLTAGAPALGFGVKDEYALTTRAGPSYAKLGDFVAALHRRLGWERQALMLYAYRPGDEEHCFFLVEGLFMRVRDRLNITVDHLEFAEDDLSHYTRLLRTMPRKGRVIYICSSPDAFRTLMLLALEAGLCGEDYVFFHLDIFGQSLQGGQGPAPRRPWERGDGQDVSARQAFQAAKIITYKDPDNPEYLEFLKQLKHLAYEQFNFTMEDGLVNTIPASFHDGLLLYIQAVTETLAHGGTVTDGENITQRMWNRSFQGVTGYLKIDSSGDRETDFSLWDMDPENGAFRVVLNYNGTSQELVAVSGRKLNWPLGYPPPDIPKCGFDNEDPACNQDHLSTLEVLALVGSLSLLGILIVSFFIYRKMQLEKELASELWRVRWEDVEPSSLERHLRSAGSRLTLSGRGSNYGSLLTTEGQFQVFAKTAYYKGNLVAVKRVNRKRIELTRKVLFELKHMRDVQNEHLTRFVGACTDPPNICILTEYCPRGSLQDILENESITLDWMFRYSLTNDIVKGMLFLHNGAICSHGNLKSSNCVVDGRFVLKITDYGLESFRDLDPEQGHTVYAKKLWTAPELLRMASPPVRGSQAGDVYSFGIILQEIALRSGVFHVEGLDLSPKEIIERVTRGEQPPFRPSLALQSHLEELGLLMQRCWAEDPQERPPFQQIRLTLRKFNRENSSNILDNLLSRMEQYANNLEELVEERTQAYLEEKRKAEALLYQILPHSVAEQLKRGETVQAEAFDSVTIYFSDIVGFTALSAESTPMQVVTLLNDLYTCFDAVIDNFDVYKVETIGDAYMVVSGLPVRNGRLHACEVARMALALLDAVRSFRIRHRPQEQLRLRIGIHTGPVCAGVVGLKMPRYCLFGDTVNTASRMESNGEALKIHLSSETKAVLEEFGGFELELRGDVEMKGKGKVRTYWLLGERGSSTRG
FXN GAA850 act: activators of GAA850 frataxin (FXN) promoter; activation, % at 6 µM; HEK293 lucGAA850 FXN promoter luciferase reporter, 24 h; percent of 10 µM SAHA response; actives 0.56% (n = 360,000); AID 540364;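 active = activation above the average of all compounds screened plus 3 SD, cutoff fixed separately per campaign, cut at about 7.5% in these data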;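 also: 0% = DMSO wells and 100% = 10 µM SAHA wells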
hgDAF-12 ag: agonists of H. glycines DAF-12 nuclear receptor; activation, % at 6.8 µM; AID 687014; actives 1.8% (n = 370,000); HEK293 GAL4-hgDAF12 UAS-luciferase reporter, agonist luminescence; normalized to butyrate control;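 active = activation above a cutoff set at the mean of all screened compounds plus 3 SD, cut at about 10% in these data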;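 also: 0% = DMSO wells and 100% = sodium butyrate wells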
DAX1 inh-1: inhibits human nuclear receptor DAX1; P51843; HEK293 Gal4-DAX1 luciferase reporter, luminescence; inhibition, % at 6.75 µM; actives 0.99% (n = 340,000); AID 504766;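 active = inhibition above the mean over all tested compounds plus 3 SD, cut at about 4.2% in these data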;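 also: 0% = DAX1-transfected cells with DMSO and 100% = empty-vector control cells with DMSO; inhibition shows as a rise in luminescence from relieved DAX1 repression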
SMARCA2 activ: increases SMARCA2 function in MMTV reporter cells; MG213 cells, MMTV-luciferase reporter, dexamethasone, overnight; activation, % at 9.1 µM; actives 1% (n = 370,000); AID 652017; in the data active = activation above about 7.8%;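 also: 0% = vehicle wells and 100% = reference activator wells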
GC-B act: GC-B (human) receptor activation; activation, % at 10 µM; actives 0.11% (n = 370,000); HEK293-GC-B cells, CNP EC30, cGMP TR-FRET; 0% at EC30 CNP, 100% saturating CNP; P20594;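 active = activation at 10 µM reaching about 35% in either raw or pattern-adjusted values, limit read from the data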
sPLA2-III inh: Blocks human group III sPLA2 activity. Q9NZ20. QFRET BODIPY PC-A2 liposome hydrolysis, fluorescence. inhibition, % at 12.2 µM. actives 0.56% (n = 370,000). AID 743126;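 active = inhibition above mean plus 3 SD of compounds lying within the high and low control bounds, cut at about 19% in these data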;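 also: 0% = median of test compound wells and 100% = no enzyme DMSO wells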
DAX1 inh-2: blocks DAX1 repression of SF-1 activated StAR promoter | HEK293T StAR-luciferase reporter, SF-1/DAX-1 repression relief | inhibition, % at 6.8 µM | actives 1.1% (n = 370,000) | AID 652010;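 active = inhibition above the mean over all tested compounds plus 3 SD, cut at about 3.6% in these data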;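 also: 0% = DAX-1 cells with DMSO and 100% = cells lacking DAX-1 with DMSO; higher inhibition means more luminescence from relief of DAX-1 repression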
hcDAF-12 act: H. contortus DAF-12 activation, primary screen; HEK293 hcDAF-12 lit1-tk-luc reporter, luminescence; 0% DMSO, 100% Δ7-dafachronic acid; actives 1.4% (n = 370,000); activation, % at 6.8 µM;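 active = activation above the mean of all tested compounds plus 3 SD, cut at about 5.5% in these data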;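 also: 100% = response to 3 µM Δ7-dafachronic acid high control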
ssDAF12 agonist: activators of S. stercoralis DAF-12 nuclear receptor; HEK293 ssDAF-12/GRIP1 lit1-tk-luc reporter, luminescence; % of 3 µM dafachronic acid response; activation, % at 6.8 µM; actives 1% (n = 370,000);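 active = activation above the mean over all tested compounds plus 3 SD, cut at about 0.9% in these data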;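 also: 0% = DMSO-only wells and 100% = 3 µM delta7-dafachronic acid wells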
KLK7 zymogen act: proKLK7 (human) activation, primary screen; P49862; purified proKLK7, EDANS-DABCYL substrate fluorescence; 100% is mature enzyme control, 0% vehicle; activation, % at 7 µM; actives 0.9% (n = 370,000); AID 652039;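 active = activation above the mean of all tested compounds plus 3 SD, computed per campaign excluding outliers beyond control limits, cut at about 13% in these data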
* marks the source's active call; other numbers are inactive results; / = no result given.

No.	SMILES	hcDAF-12 act	GC-A act	ssDAF12 agonist	FXN GAA850 act	GC-B act	hgDAF-12 ag	sPLA2-III inh	SMARCA2 activ	DAX1 inh-2	DAX1 inh-1	KLK7 zymogen act
1	CCOC(=O)c1cc(C)nc(SC)c1C#N	0.0	4	-0.8	2.2	-10	1.7	0	0	-0.6	0.5	-0.9
2	COc1ccc(OC)c(CNC(=O)CCCn2ccc3cc(S(=O)(=O)N4CCCC4)ccc32)c1	-3.0	3	-1.2	-2.1	5	-5.7	-10	-3	-5.1	-0.1	0.4
3	O=C(N/N=C/c1cccc(O)c1)C(=O)N1CCCCCC1	-2.3	2	-1.0	-1.5	-3	-2.5	0	-3	0.3	-0.9	0.9
4	COC(=O)Cn1c(C)nc([N+](=O)[O-])c1Br	-0.2	3	-2.0	0.6	2	-4.1	10	-2	-0.2	-0.8	0.0
5	Cc1oc(-c2ccccc2)nc1CS(=O)CC(=O)O (stereo unspecified)	-0.6	-10	-1.0	-0.8	0	0.9	-1	-1	1.7	0.3	0.8
6	S=C(Nc1ccc(OCc2ccccc2)cc1)Nc1cccc(Cl)c1Cl	0.5	6	-0.2	3.4	-4	1.3	10	-2	0.0	0.4	-0.5
7	COc1ccc(CC(=O)N/N=C/c2sccc2C)cc1	-0.6	1	-1.0	2.5	0	-0.4	2	-2	0.3	0.1	0.6
8	O=C(Nc1ccc(F)cc1)OCc1cn(Cc2cccc(Cl)c2)nn1	-2.3	1	-0.8	/	-2	-0.9	-16	-2	0.4	/	0.7
9	CCOc1cccc2cc(C(=O)NCc3ccccc3Cl)c(=O)oc12	-0.4	3	-0.4	1.0	-1	-0.9	3	0	-0.5	1.6	-0.1
10	CC(=O)Nc1ccc(NC(=O)c2c(C)c(-c3ccccc3)nc3ccccc23)cc1	1.0	4	-2.0	1.2	-1	2.4	-5	-6	-1.1	1.7	-0.3
11	CCOC(=O)c1ccc(N[C@@H]2CCN3C(=O)c4ccccc4[C@@H]3C[C@H]2O)cc1	-1.7	1	-1.1	-2.5	-1	1.4	-1	3	-0.2	-1.5	0.4
12	O=C(CCc1ccccc1)Nc1ccc2c(c1)OCCO2	3.4	-2	0.3	-1.3	5	12*	-5	8.2*	2.4	2.1	0.1
13	C=CCn1c(SCC(=O)NC2CC2)nnc1C1CC1	0.4	0	-1.0	2.7	2	1.1	-3	-1	0.0	0.0	-0.1
14	O=C(Nc1cc(Sc2nc3ccccc3s2)cc([N+](=O)[O-])c1)c1ccccc1	0.7	4	-0.7	1.0	-2	-4.7	-1	-6	-1.8	-0.4	-1.2
15	CC1(C)CCC(=O)N2CC[C@H]3C[C@H](OC(=O)Nc4ccc(Br)cc4)C[C@@H]1[C@H]32	-1.4	-3	-1.4	2.9	-6	3.3	4	5	-0.3	3.0	0.0
16	Cc1ccc(C(=O)NCCC2=CCCCC2)cc1S(=O)(=O)N1CCOCC1	-0.5	-1	-1.5	2.0	-1	0.5	2	1	-0.4	-0.6	-0.2
17	Cc1cc(S(=O)(=O)N2CCCCC2)ccc1OCC(=O)Nc1ccccc1	2.9	-4	-1.4	1.8	6	-1.0	-5	-2	-1.8	-0.1	0.3
18	NC(=O)N/N=C/c1ccccc1OC(=O)c1ccccc1Br	1.1	-1	0.2	0.1	-10	-1.7	-6	0	0.0	1.4	12
19	CCCc1nc(SCC(=O)NC2CCCC2)c2ccccc2n1	-1.5	-3	-1.2	-0.1	1	0.9	-2	-3	0.0	1.3	-0.4
20	Cc1ccc(NC(=O)C2C3C=CC(O3)C2C(=O)O)c(C)c1 (stereo unspecified)	-1.8	-3	-0.9	0.7	4	-1.6	-6	2	0.0	0.0	0.1
21	Cc1ccc(S(=O)(=O)NCc2ccccc2)cc1C(=O)N1CCN(c2ccccc2)CC1	-2.8	2	-0.9	-2.6	5	0.3	-17	2	0.1	-0.6	0.2
22	Cc1cc(NS(=O)(=O)c2ccc(NC(=O)CSc3nnc(-c4cnccn4)n3-c3ccccc3)cc2)nc(C)n1	-0.9	2	-1.4	/	-2	1.2	1	2	-0.2	/	0.0
23	O=C(O)c1ccc(NN=CC2=C(N3CCOCC3)/C(=C/c3ccccc3)CC2)cc1	0.1	-2	-0.8	-0.2	1	0.0	-15	4	-0.5	0.0	-0.1
24	NS(=O)(=O)c1ccc(N=Nc2c[nH]c(=O)c(O)c2)cc1	-1.8	-9	-1.2	0.3	-6	-2.7	3	0	0.1	0.9	0.5
25	Cc1oc(-c2ccccc2)nc1C(=O)OCC(=O)NCc1ccc(F)cc1	1.5	-2	-2.0	0.0	0	1.3	-5	-2	-0.8	-0.1	-0.1
26	CCSc1ccc(-c2ccco2)nn1	1.5	2	-0.7	3.5	-1	6.7	0	2	1.5	2.4	0.2
27	CC1(C(=O)NS(=O)(=O)C2CC2)CCN(C(=O)c2ccccc2F)C1 (stereo unspecified)	-0.8	2	-0.5	-0.2	0	-2.3	3	-3	-1.0	/	-0.2
28	Cc1ccc(S(=O)(=O)NC2=NCCC2)cc1	-1.1	2	-1.1	0.3	3	0.4	2	2	0.3	1.3	-0.1
29	COc1ccc(CC(=O)NCCS(=O)(=O)N2CCN(c3ccc(F)cc3)CC2)cc1OC	0.2	-6	-1.4	-0.2	-1	0.2	4	-2	-0.2	-0.4	0.5
30	COc1ccc(C(=O)NCCS(=O)(=O)N2CCCCCC2)cc1	-1.3	1	-0.2	1.7	1	1.1	-4	-1	-1.9	1.7	0.1

No.	SMILES	hcDAF-12 act	GC-A act	ssDAF12 agonist	FXN GAA850 act	GC-B act	hgDAF-12 ag	sPLA2-III inh	SMARCA2 activ	DAX1 inh-2	DAX1 inh-1	KLK7 zymogen act
31	CCc1c(C#N)c(SCc2c(C)noc2C)nc2c1C(=O)CC(C)(C)C2	-3.5	-14	-1.7	-1.6	1	-4.5	-6	-2	-1.2	-0.4	0.7
32	O=c1[nH][nH]c2c1[C@H](c1ccccc1)O[C@H](C1CCCCC1)C2	-0.1	3	-0.9	/	-6	3.5	-40	1	1.6	/	0.3
33	N#Cc1ccc(COC(=O)CSc2nnc(N)s2)cc1	-0.7	0	-1.1	1.2	10	-1.9	5	-5	-0.1	-0.1	-0.8
34	Cc1nn(CCCC(=O)Nc2c(F)cc(F)cc2Br)c(C)c1[N+](=O)[O-]	-0.2	6	-1.4	-0.3	3	-3.1	0	-3	-0.4	-0.5	-0.5
35	O=C(NC1CCc2ccccc21)c1cc(COc2cncc(Cl)c2)on1 (stereo unspecified)	1.8	-4	-0.6	1.0	12	6.2	-10	0	0.0	0.1	-0.2
36	CCn1nc(C)cc1C(=O)N1CCCC(Nc2ccc(F)c(F)c2)C1 (stereo unspecified)	-0.8	6	-1.6	-0.6	2	0.1	-2	-1	2.4	0.5	-0.2
37	Cc1ccc(-c2nnn(CC(=O)N(CC(=O)NC3CCCCC3)c3cnc4ccccc4c3)n2)o1	-2.6	-2	-1.5	0.3	-8	-5.1	-20	6	-0.7	-1.2	0.2
38	COc1ccc(C)cc1N(C(=O)c1snc(C(N)=O)c1N)C(C(=O)NC1CCCCC1)c1ccc(C)o1 (stereo unspecified)	2.1	-20	-1.6	-1.1	-5	0.1	-3	-3	0.6	0.3	-0.6
39	Cc1cc(N2CCOCC2)nc2ccc(NC(=S)N3CCN(c4ccccc4)CC3)cc12	0.2	0	-1.1	-0.1	-4	4.8	1	0	0.1	0.5	7.1
40	Cc1ccc(N2C(=O)Cc3ccccc3C2=O)cc1	-0.3	3	-0.5	0.5	-9	1.0	-3	2	0.1	-0.4	-0.2
41	COc1cc(N)ccc1NC(=O)c1cc2ccccc2o1	4.4	0	0.3	1.0	-4	17*	-2	5	1.3	3.9	0.6
42	Fc1ccccc1/C=N/NC(=S)Nc1ccc(Cl)cc1Cl	1.8	-2	-1.3	-2.8	-4	2.9	-3	0	-0.5	-1.6	-0.1
43	CN(C)CCNc1nc(S(=O)(=O)c2ccccc2)c(Cl)s1	-0.7	-4	-1.5	0.0	1	2.5	-9	-2	0.9	1.7	0.1
44	CC1(C)Cc2nc3sc4c(=O)n(CC(=O)NCc5ccco5)cnc4c3cc2CO1	0.0	-2	-0.8	-3.8	-4	10	-1	2	-2.1	0.3	0.9
45	COc1ccccc1NC(=O)CN1CCN(CC(=O)Nc2ccc3c(c2)OCCO3)CC1	0.6	0	-0.7	-0.6	3	1.4	-2	0	-1.8	0.0	0.5
46	CC(C)[C@H](NC(N)=O)C(=O)NCCc1ccc(Cl)cc1Cl	-0.4	5	-1.5	1.4	2	2.4	3	0	0.0	2.9	0.5
47	Cc1[nH]c(C)c2c(=O)n(Cc3ccc(Cl)cc3)ncc12	-1.6	3	-1.9	-0.1	0	-5.5	2	0	0.1	-1.8	0.2
48	O=C(O)C1CC(O)CN1S(=O)(=O)c1cccs1 (stereo unspecified)	-1.1	-3	-0.9	-2.5	7	-2.0	2	-1	-0.2	-0.6	0.4
49	Fc1ccc(Cn2nnc(-c3ccc(Cl)cc3)n2)cc1	-2.3	6	-1.1	1.5	-3	2.8	6	-3	-0.5	0.2	-0.3
50	O=C(c1ccco1)c1cn(CC(=O)N2CCCCCC2)c2ccccc12	-2.5	-2	-1.6	0.0	4	0.4	-1	1	-0.6	0.9	0.6
51	Cc1cc(C)c(C(O)c2ncc(-c3ccccc3F)[nH]2)c(C)c1 (stereo unspecified)	-1.9	-3	-1.1	2.0	-4	-1.0	1	-2	-1.5	/	-0.6
52	Cc1c(S(=O)(=O)N(C)C2CCCCC2)c(=O)n(C)c(=O)n1C	1.8	2	-1.1	-1.5	4	-0.1	0	2	-0.2	0.8	-0.1
53	COc1cc2c(cc1OC)C(c1ccccc1)N(C(=O)c1ccccc1F)CC2 (stereo unspecified)	-1.3	-25	-1.2	-3.4	-7	4.0	4	1	0.2	-0.1	0.3
54	CN1CCn2c1nc(N1CCOCC1)nc2=O	0.0	-1	-1.3	1.4	0	-1.5	9	0	-0.6	2.6	-0.1
55	CCCCn1c(N)c(N(CC(C)C)C(=O)CCNC(=O)c2ccc(Br)cc2)c(=O)[nH]c1=O	-1.1	-1	-0.6	-0.4	0	-0.8	2	-3	1.0	1.3	0.3
56	N#C/C(=C/c1ccco1)C(N)=S	3.4	2	-0.2	1.5	2	-0.1	-10	1	0.1	0.4	-0.3
57	O=C(CNCc1ccc(F)cc1)Nc1ccc(S(=O)(=O)N2CCOCC2)cc1	-1.3	-3	-0.4	-0.1	0	0.0	-1	0	-0.4	0.2	0.3
58	COc1ccc(/C=C(/NC(=O)/C=C/c2ccccc2)C(=O)N2CCOCC2)cc1	0.0	-1	-0.8	1.0	2	0.3	17	0	0.4	-0.5	0.2
59	Cn1cc(CN2CCC(Oc3ccc(C(=O)N4CCCC4)cc3)CC2)cn1	0.9	5	-0.5	-2.5	4	-0.5	9	4	-0.1	0.1	-0.1
60	CCN1CCCC(OC(=O)Nc2ccccc2)C1 (stereo unspecified)	-0.8	4	-1.3	-1.2	-1	0.4	2	-3	0.5	0.6	-0.3
61	O=C(CCCCCCC(=O)c1ccccc1)c1ccccc1	-1.4	-2	-0.5	-0.6	0	1.7	-2	2	-0.3	-1.3	-0.1

Screens from PubChem BioAssay.
